Tb MetRS inh: T. brucei MetRS inhibitors, primary screen, biochemical, luminescence. purified T. brucei MetRS, ATP depletion, Kinase-Glo luminescence. inhibition, % at 11.9 µM. 360,000 compounds, 0.4% hits. AID 624268, 2012. methionyl-tRNA synthetase (Trypanosoma brucei brucei);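 active = inhibition above a per-plate cutoff of the control wells' mean inhibition plus 3 SD, cut at about 5.5% in these data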;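 note: 0% = DMSO wells median and 100% = median of wells with control inhibitor compound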
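Assay system: T. brucei methionyl-tRNA synthetase, purified | Medium: HEPES buffer with MgCl2, KCl, DTT, spermine, BSA, pyrophosphatase | Compound: 11.9 µM single point | Incubation: 15 min enzyme-compound preincubation, 2 h reaction, 10 min detection, 25 °C | Measured by: Kinase-Glo luciferase luminescence reporting remaining unconsumed ATP | Measure: % inhibition normalized to control-well medians | Replication: Singlicate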
bovine MsrA act: bovine MsrA enzyme activators, primary screen, biochemical, absorbance, HTS; activation, % at 10.6 µM; purified bovine MsrA, absorbance read-out; 360,000 compounds, 0.3% hits; in the data active = activation above about 7.5%;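 note: 0% = vehicle and 100% = reference activator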
MT1-MMP act inh: blockers of MT1-MMP proenzyme processing, primary screen, HT1080 RFP-PRO-GFP cells, GFP/RFP fluorescence; GFP/RFP ratio fluorescence, overnight; percent of plate control window, DMSO zero; AID 651647, 2012; 360,000 compounds, 0.061% hits; Matrix metalloproteinase-14 (Homo sapiens), P50281; GFP/RFP ratio change, % at 20 µM;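 active = GFP/RFP ratio change of at least 30% with cell ATP level not reduced by more than half and red fluorescence within 50% of control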; note: strong numbers were not always called active
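Compound: 20 µM single dose, 1% DMSO / System: HT1080 RFP-PRO-GFP cells / Controls: DMSO and RFP-L50D-GFP cell wells / Read-out basis: GFP/RFP fluorescence ratio / Schedule: overnight compound exposure at 37 °C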
FAS-TE inh: FAS thioesterase domain inhibitors, primary screen, biochemical, fluorescence intensity, uHTS | inhibition, % at 15 µM | AID 602261, 2012 | 360,000 compounds, 0.67% hits | recombinant FAS-TE, OMFH fluorogenic substrate, fluorescence endpoint | Fatty acid synthase (Homo sapiens), P49327;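 active = compounds whose normalised, plate-corrected inhibition of enzyme fluorescence in the single-dose primary screen is 50% or more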;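 note: 0% = DMSO with enzyme and 100% = substrate without enzyme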
Target sequence (P49327 whole entry, looked up, the tested form may be a part): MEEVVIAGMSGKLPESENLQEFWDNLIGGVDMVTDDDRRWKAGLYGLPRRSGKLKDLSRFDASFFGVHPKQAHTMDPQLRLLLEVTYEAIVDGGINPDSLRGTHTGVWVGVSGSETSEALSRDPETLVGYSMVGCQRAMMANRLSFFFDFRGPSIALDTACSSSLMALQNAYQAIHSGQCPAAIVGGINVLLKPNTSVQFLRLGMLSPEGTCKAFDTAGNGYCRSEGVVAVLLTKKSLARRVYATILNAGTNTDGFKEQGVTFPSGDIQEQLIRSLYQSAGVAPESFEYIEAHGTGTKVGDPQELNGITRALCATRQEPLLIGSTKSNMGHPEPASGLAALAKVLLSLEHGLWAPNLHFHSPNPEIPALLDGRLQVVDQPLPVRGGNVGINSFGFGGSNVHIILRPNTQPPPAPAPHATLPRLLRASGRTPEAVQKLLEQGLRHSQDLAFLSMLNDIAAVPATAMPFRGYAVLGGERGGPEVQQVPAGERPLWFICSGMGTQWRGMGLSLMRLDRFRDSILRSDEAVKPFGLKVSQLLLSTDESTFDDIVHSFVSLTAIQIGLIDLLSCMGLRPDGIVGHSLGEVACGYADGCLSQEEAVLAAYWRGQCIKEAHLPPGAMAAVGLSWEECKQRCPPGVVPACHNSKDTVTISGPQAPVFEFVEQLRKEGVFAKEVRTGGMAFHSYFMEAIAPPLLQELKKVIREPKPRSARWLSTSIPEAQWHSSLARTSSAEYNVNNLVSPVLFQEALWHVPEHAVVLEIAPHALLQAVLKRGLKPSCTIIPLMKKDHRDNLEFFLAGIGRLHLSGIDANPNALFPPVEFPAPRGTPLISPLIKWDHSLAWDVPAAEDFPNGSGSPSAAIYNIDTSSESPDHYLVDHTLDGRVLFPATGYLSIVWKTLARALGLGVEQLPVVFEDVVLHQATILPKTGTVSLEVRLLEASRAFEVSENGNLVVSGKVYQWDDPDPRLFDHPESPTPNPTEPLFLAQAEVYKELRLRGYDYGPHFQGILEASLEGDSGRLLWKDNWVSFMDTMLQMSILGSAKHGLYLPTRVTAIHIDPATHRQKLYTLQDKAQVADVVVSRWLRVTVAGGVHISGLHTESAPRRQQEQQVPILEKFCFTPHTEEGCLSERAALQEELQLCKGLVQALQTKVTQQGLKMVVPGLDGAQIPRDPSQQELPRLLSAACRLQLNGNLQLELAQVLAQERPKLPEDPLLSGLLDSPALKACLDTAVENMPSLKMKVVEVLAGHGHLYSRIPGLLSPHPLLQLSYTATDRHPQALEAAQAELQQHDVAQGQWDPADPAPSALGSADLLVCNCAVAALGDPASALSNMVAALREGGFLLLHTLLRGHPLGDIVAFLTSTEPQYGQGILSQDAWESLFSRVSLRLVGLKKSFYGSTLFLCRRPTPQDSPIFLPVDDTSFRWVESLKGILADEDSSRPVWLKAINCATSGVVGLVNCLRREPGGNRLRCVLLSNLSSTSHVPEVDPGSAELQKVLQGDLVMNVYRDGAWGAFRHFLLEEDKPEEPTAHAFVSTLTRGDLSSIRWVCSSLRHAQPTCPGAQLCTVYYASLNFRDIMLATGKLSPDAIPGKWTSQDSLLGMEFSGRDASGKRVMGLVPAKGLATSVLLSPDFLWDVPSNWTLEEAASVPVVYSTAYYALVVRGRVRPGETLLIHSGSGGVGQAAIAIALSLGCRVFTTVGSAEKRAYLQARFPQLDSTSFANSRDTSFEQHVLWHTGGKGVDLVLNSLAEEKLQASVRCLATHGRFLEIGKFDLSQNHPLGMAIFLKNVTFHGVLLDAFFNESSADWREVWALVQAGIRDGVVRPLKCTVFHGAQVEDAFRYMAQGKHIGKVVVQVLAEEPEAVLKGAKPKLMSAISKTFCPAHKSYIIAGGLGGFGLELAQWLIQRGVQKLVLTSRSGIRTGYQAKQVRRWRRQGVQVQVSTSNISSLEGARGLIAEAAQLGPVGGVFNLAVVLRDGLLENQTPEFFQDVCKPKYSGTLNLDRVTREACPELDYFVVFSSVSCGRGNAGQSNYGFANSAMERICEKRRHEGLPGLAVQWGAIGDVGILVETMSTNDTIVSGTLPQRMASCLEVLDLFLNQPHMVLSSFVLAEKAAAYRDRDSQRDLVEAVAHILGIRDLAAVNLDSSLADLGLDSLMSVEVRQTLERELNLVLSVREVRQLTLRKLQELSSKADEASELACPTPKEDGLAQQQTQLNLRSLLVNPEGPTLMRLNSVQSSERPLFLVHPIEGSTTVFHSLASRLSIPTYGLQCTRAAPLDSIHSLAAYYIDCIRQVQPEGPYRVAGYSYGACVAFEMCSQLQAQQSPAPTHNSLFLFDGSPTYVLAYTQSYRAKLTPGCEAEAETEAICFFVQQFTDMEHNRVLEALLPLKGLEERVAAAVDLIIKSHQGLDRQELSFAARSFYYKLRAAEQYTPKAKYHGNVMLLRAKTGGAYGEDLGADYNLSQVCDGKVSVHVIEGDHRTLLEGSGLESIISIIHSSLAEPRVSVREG
MLLE-PAM2 inh: inhibitors of PABP1 MLLE–PAM2 peptide binding, primary screen, biochemical, fluorescence polarization, FITC-PAM2, GST-MLLE; 360,000 compounds, 0.36% hits; inhibition, % at 20 µM; Polyadenylate-binding protein 1 (Homo sapiens), P11940; AID 588489, 2011; in the data active = inhibition above about 35%, passing the limit was not always enough;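 note: plate controls were DMSO wells with GST-MLLE for no effect and wells lacking GST-MLLE protein for full effect; some results filed as inactive read as strong as hits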
E coli Lon inh: inhibitors of E. coli Lon protease, primary screen, biochemical, fluorescence polarization | 360,000 compounds, 0.42% hits | inhibition, % at 7.94 µM | purified E. coli Lon protease; in the data active = inhibition above about 13%, passing the limit was not always enough;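 note: 0% = enzyme with probe and DMSO and 100% = no enzyme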
NRP1-CendR mod: modulators of CendR peptide binding to NRP-1, primary screen, biochemical, fluorescence polarization, uHTS; 360,000 compounds, 0.85% hits; inhibition, % at 25 µM; FAM-RPARPAR peptide binding to NRP-1;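 active = inhibition or corrected inhibition above about 18%, plus a signal ratio from 0.5 to 1.5, limit read from the data, passing the limit was not always enough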; note: strong numbers were not always called active
MsrA inh: bovine MsrA enzyme inhibitors, primary screen, biochemical, absorbance, HTS; Methionine sulfoxide reductase A (Bos taurus); purified bovine MsrA, absorbance read-out; inhibition, % at 15.5 µM; 360,000 compounds, 0.75% hits; in the data active = inhibition above about 4.5%;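 note: 0% = vehicle wells with enzyme and 100% = reference inhibitor wells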
SKN-1 block: suppressors of acrylamide-induced Pgst-4::GFP reporter in worms, primary screen, SKN-1 inhibitor project, whole organism, uHTS, GFP/RFP fluorescence ratio, strain VP596; 360,000 compounds, 0.49% hits; C. elegans VP596 Pgst-4::GFP/RFP ratio, 24 h; inhibition, % at 21.8 µM;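 active = interference check ratio from 0.5 to 1.5 plus GFP to RFP signal ratio inhibition reaching or exceeding a fixed threshold, cut at about 30% in these data, passing the limit was not always enough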; note: some compounds called inactive have numbers as strong as hits
* = called active by the depositor; . = not tested or not shown.

Sample of the layout:
Molecule | NRP1-CendR mod | MLLE-PAM2 inh | MT1-MMP act inh | FAS-TE inh | MsrA inh | E coli Lon inh | SKN-1 block | bovine MsrA act | Tb MetRS inh
Cn1ccc(C(=O)N/N=C/c2c[nH]c3ccccc23)n1 | -6 | -4 | . | -3 | 5.7* | 0 | 2 | -14 | -1.3
Cc1cc(C(C)(C)C)cc(C)c1CCNC(=O)c1c(C)noc1C | -6 | -2 | -4 | -6 | 0.4 | 5 | 5 | 0 | -0.5

The listing, previewed entries included:
Molecule | NRP1-CendR mod | MLLE-PAM2 inh | MT1-MMP act inh | FAS-TE inh | MsrA inh | E coli Lon inh | SKN-1 block | bovine MsrA act | Tb MetRS inh
Cn1ccc(C(=O)N/N=C/c2c[nH]c3ccccc23)n1 | -6 | -4 | . | -3 | 5.7* | 0 | 2 | -14 | -1.3
Cc1cc(C(C)(C)C)cc(C)c1CCNC(=O)c1c(C)noc1C | -6 | -2 | -4 | -6 | 0.4 | 5 | 5 | 0 | -0.5
Cn1ncc2c(=S)nc(Cl)[nH]c21 | -4 | 7 | . | 0 | 2.2 | -2 | 17 | -6 | -0.6
Cc1cc(C)c[n+](-c2nc3ccccc3nc2[N-]S(=O)(=O)c2cccs2)c1 | 2 | 4 | 2 | -9 | 0.5 | 3 | -8 | -3 | 0.5
COc1cc(Cl)c(C)cc1NC(=O)CSCC#N | -8 | 8 | -1 | -4 | -1.1 | -3 | 8 | -2 | -0.7
Cc1ccc(Cl)c(OC(=O)c2ccc(N3CCOCC3)c([N+](=O)[O-])c2)c1 | -2 | 2 | 2 | 23 | -1.0 | -14 | 1 | 0 | 0.1
O=S(=O)(c1ccc(N2CCN(S(=O)(=O)c3ccc4c(c3)OCCO4)CC2)nc1)N1CCCC1 | -3 | -2 | 2 | 19 | 1.7 | -6 | -22 | -2 | -0.7
Cc1ccccc1Nc1nc(CSc2nnc(-c3ccoc3C)n2C)cs1 | -23 | -58 | -5 | -5 | -1.2 | -16 | 28 | -3 | 0.0
O=C(NCC(c1cccnc1)N1CCN(c2ccccc2)CC1)c1ccc2c(c1)OCO2 (stereo not drawn) | 7 | -7 | 9 | -2 | -0.3 | 0 | -7 | -2 | -0.2
Cc1ccc(C(NC(=O)N2CCOCC2)=C(Cl)Cl)cc1F | -5 | -17 | 0 | 0 | -0.8 | -11 | 10 | -2 | -0.4
COc1ccc(-c2nnc(N3CCC(C)CC3)c3ccccc23)cc1 | 9 | 13 | -3 | 2 | -0.1 | 1 | 8 | -7 | -1.5
Nc1ccc(O)c([N+](=O)[O-])c1 | 9 | 17 | 5 | 2 | 0.7 | 6 | 1 | -5 | -0.9
CN(C)CCN(C(=O)C1=COCCO1)c1nc2ccc(F)cc2s1 | 2 | 13 | -2 | -1 | -0.5 | -4 | 4 | -2 | 0.0
Cc1ccc(C(=O)N/N=C\c2cc(Br)c(Br)o2)cn1 | 28* | 70* | -16 | -11 | 1.8 | 16 | -3 | -4 | -0.5
COc1ccc(C(=O)OCC(=O)NCC2CCCCC2)cc1F | 6 | 0 | -3 | 10 | -0.5 | -14 | 17 | -2 | -0.3
CC(=O)C[C@@H](O)CC(=O)[C@@H]1OC(=O)CCCCCCc2ccccc21 | 13 | 3 | -7 | -3 | -0.1 | 0 | 12 | -1 | 0.3
COc1cc([N+](=O)[O-])ccc1NC(=O)N1CCCCCC1 | 10 | 7 | 2 | 1 | 1.4 | 10 | 2 | -4 | -0.1
CN1CCC(N(C)C(=O)COc2ccccc2-c2ccccc2)CC1 | -14 | -6 | 4 | -3 | -0.1 | -2 | -3 | -2 | 0.4
COC(=O)CCN(C(=O)c1ccc(OC(C)=O)cc1)c1ccccn1 | 1 | -13 | 2 | -7 | 1.5 | -7 | -10 | -3 | -0.6
O=C1[C@@H]2Cc3c([nH]c4ccccc34)C(c3ccccc3)N2C(=O)CN1C1CCN(Cc2ccccc2)CC1 (stereo partly drawn) | -6 | 0 | -7 | 9 | -0.5 | 5 | 14 | 1 | -0.9
COc1ccc(C(=O)NCCNC(=O)c2ccc(C)nc2)cc1 | 17 | -10 | -1 | -4 | -0.7 | -2 | -6 | -3 | -0.4
C[C@@H](C(=O)NCc1c(F)cccc1Cl)N1C(=O)N2CCc3c([nH]c4ccccc34)[C@@]2(C)C1=O | 7 | 4 | -12 | 12 | -0.4 | -2 | 14 | -5 | -1.9
COCC(=O)N(C)[C@H]1C[C@H]2c3cc(Oc4ccccc4C)ccc3CCN2C(=O)[C@H]1[C@H](C)O | 4 | -12 | -1 | -13 | 1.0 | 9 | 8 | -1 | -0.6
COc1cc2nc(CSc3ncn[nH]3)[nH]c(=O)c2cc1OC | 4 | 15 | 0 | -12 | 1.6 | -4 | 12 | -2 | -0.3
Cc1cc(C)c(NC(=O)C2CCN(c3cnccn3)CC2)c(C)c1 | 1 | 10 | -2 | -6 | 1.8 | -5 | 4 | -1 | 0.2
CC(=O)c1ccc(NC(=O)CSc2nc(N)c3cc4c(nc3n2)CCCC4)cc1 | -19 | -5 | 1 | 6 | 1.0 | -33 | -1 | -4 | -0.7
NC(=O)c1ccc(-n2nnnc2Oc2ccccc2)cc1 | 1 | -5 | 1 | -2 | -0.7 | -6 | 3 | -4 | -0.1
CC(=O)Nc1nnc(Cc2c[nH]c3ccccc23)s1 | -6 | -1 | 1 | -2 | 1.4 | 9 | -1 | -6 | -0.9
O=C(Nc1nnc([C@H]2C[C@H](O)[C@@H](CO)O2)s1)Nc1ccc(F)cc1F | -12 | -14 | -2 | -7 | 0.1 | -1 | 25 | 7.8* | 0.8
CCN(CCn1cccn1)C(=O)CC1C(=O)NCCN1Cc1ccc(F)cc1 (stereo not drawn) | 8 | 4 | -1 | -3 | 1.4 | 4 | -3 | -3 | -0.6
CCCCn1c(SC(C)C(=O)NCC2CCCO2)nc2cc(C(=O)OC)ccc2c1=O (stereo not drawn) | 4 | -2 | 2 | 3 | -0.6 | -13 | 7 | -3 | -0.5
CC1CCN(C(=O)COC(=O)Cn2cnc3ccccc32)CC1 | 0 | -5 | 0 | -4 | 0.8 | -9 | 6 | 0 | -0.4
COc1ccc(CC(=O)OCC(=O)N(C)C2CCS(=O)(=O)C2)cc1OC (stereo not drawn) | -5 | -8 | 2 | -7 | 0.5 | -10 | -14 | 0 | -0.6
CC(=O)Nc1ccc(S(=O)(=O)NC2(C(F)(F)F)NC(=O)N(c3ccccc3F)C2=O)cc1 (stereo not drawn) | -1 | -10 | 9 | -1 | 1.4 | -5 | -9 | 6 | 0.5
Cc1nn(-c2ccccc2)c(C)c1C(=O)NCc1ccc(F)cc1 | -10 | 16 | 7 | -10 | -1.2 | -23 | 7 | -2 | 0.5
CCOC(=O)CC(=O)NC(C)(C)CCCCC(C)(C)NC(=O)CC(=O)OCC | 4 | 4 | 1 | -9 | 1.5 | -2 | 2 | 0 | 6.9*
CCOc1ccc(NC(=O)CSc2nc3c(c(=O)n2C)SC(C)C3)cc1 (stereo not drawn) | 24 | 6 | 1 | 3 | 1.5 | 4 | -12 | -2 | -0.5
COc1ccccc1-c1cn[nH]c(=S)n1 | 3 | 28 | 1 | -5 | 0.7 | -2 | 9 | 6 | 0.1
COc1ccc(NC2CCCN(C(=O)CCN3CCCC3=O)C2)cc1 (stereo not drawn) | 0 | 5 | -2 | -1 | -0.5 | -2 | 24 | -5 | -0.1
Cc1cccc(NC(=O)CSc2nc3nc4c(cc3c(=O)n2-c2ccccc2)CCCC4)c1 | -2 | -10 | 4 | 18 | -0.9 | -8 | 3 | -7 | -1.2
Cc1cc(C)nc(SC(C)CNS(=O)(=O)c2ccccc2)n1 (stereo not drawn) | 0 | 11 | 1 | -3 | -1.4 | 2 | 4 | -4 | -0.1
O=C1CN(C(=O)CNC(=O)c2ccccc2Cl)c2ccccc2N1 | 13 | 11 | -1 | -3 | 0.0 | 1 | 3 | 0 | 0.2
OC(c1ccccc1)c1ncc(-c2ccc(Oc3ccccc3)cc2)[nH]1 (stereo not drawn) | -21 | -7 | 5 | 8 | 1.5 | -18 | 9 | -14 | -0.4
O=c1c(-c2n[nH]c(=S)o2)cccn1Cc1ccccc1 | 0 | -97 | 3 | -1 | 4.6* | 2 | 2 | 2 | 0.3
Cc1cc(C)cc(CSCC(=O)N/N=C/c2ccc(OCC(=O)NCc3ccco3)cc2)c1 | -3 | 8 | 3 | 2 | . | -3 | 3 | 0 | 0.6
COc1ccc(S(=O)(=O)N2CCN(C(=S)NC3CCCCC3)CC2)cc1 | 7 | -133 | 1 | -4 | -0.1 | -3 | -3 | 8.0* | -0.6
CCOCC(=O)Nc1c(C(=O)N2CCN(c3ncccn3)CC2)oc2ccccc12 | 15 | 10 | 2 | -4 | -1.4 | 4 | 4 | 1 | -0.5
O=C(Cn1nnc(-c2cccs2)n1)NCc1ccccc1 | 21 | 17 | -1 | -16 | -0.2 | -1 | -6 | -12 | -1.3
O=C(CN1C(=O)C2C3C=CC(C3)C2C1=O)NCCc1ccccc1Cl (stereo not drawn) | 14 | -7 | 2 | -4 | 1.1 | -2 | -11 | -5 | -0.1
Cc1cc(-c2ccc(C(C)C)c(S(=O)(=O)NCCN3CCC(C)CC3)c2)on1 | 1 | -6 | 2 | -6 | -0.1 | 4 | 10 | -1 | -0.5

Additional records follow.
Molecule | NRP1-CendR mod | MLLE-PAM2 inh | MT1-MMP act inh | FAS-TE inh | MsrA inh | E coli Lon inh | SKN-1 block | bovine MsrA act | Tb MetRS inh
O=C(O)c1ccc(NC(=O)c2ccc3c(c2)C(=O)N(c2ccccc2)C3=O)cc1 | -2 | -5 | -2 | -7 | -0.1 | -4 | -3 | -2 | -0.7
Cc1nnc(SCc2cccc([N+](=O)[O-])c2)[nH]c1=O | -4 | 19 | -2 | 0 | 0.4 | 6 | -4 | -7 | -1.7
O=C(Nc1cccc(-c2cscn2)c1)C1CCN(Cc2ccc(CO)o2)CC1 | -12 | 2 | -1 | -6 | -0.2 | -8 | 14 | -1 | -0.3
Cc1ccc2c(c1)[nH]c1c(=O)n(Cc3ccccn3)cnc12 | 1 | 6 | 7 | -4 | 0.8 | -4 | -9 | -6 | -1.4
O=C(C[n+]1ccc(Cc2ccccc2)cc1)Nc1ccc([N+](=O)[O-])cc1Cl | -6 | -1 | 1 | 0 | 0.1 | 6 | -2 | 3 | -0.2
O=C1c2ccccc2C(=O)N1CCCc1c[nH]c2ccc(Cl)cc12 | -14 | 3 | 0 | 30 | 0.9 | 0 | 11 | -5 | -0.2
Cc1ccc(C(=O)CCC(=O)Nc2ncccc2O)cc1 | 6 | -2 | . | 0 | 1.5 | -5 | -23 | -12 | -0.6

Screening data deposited in PubChem by several laboratories.
